# Mtb UGM inh: inhibitors of M. tuberculosis UDP-galactopyranose mutase; inhibition, % at 10 µM; purified UGM, fluorescence polarization probe displacement; 320,000 compounds, 0.06% hits; P9WIQ1; in the data active = inhibition above about 10%, passing the limit was not always enough; inconclusive = no clear call, values can overlap the other calls
# Target sequence (P9WIQ1 whole entry, looked up): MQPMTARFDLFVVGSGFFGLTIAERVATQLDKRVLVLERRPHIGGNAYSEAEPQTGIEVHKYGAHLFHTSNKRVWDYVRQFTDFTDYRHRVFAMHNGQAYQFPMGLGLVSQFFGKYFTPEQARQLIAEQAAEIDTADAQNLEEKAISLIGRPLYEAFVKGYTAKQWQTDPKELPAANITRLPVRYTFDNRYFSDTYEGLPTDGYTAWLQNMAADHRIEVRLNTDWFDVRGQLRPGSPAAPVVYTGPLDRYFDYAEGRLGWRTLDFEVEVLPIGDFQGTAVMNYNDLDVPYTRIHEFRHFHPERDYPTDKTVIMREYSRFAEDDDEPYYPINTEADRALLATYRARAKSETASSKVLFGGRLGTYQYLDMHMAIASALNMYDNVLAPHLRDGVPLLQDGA
# GDH-TPI counter: GDH-TPI coupled enzyme inhibition counter-screen. GDH-TPI coupled enzyme counterscreen, NADH absorbance. inhibition, % at 4.8 µM. 360,000 compounds, 1.2% hits. AID 588335;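 note: 0% = DMSO wells and 100% = wells lacking the enzyme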
# BoNT F protease: inhibitors of Botulinum neurotoxin F light chain protease; Multiplex microsphere protease cleavage assay, flow cytometry; inhibition, % at 10 µM; 360,000 compounds, 0.22% hits; AID 588497; in the data active = inhibition above about 35%, passing the limit was not always enough; inconclusive = no clear call, values can overlap the other calls; note: plate controls were buffer without enzyme for full effect and enzyme alone for no effect
# Mtb BioA inh: BioA (M. tuberculosis) enzyme inhibition | purified M. tuberculosis BioA enzyme, plate reader | AID 602481 | inhibition, % at 9.99 µM | 360,000 compounds, 0.096% hits; in the data active = inhibition above about 40%; inconclusive = no clear call, values can overlap the other calls
# BoNT-A LC inh2: BoNT A light chain protease inhibition; 360,000 compounds, 0.17% hits; multiplex microsphere protease substrate cleavage, flow cytometry; AID 588499; inhibition, % at 10 µM; in the data active = inhibition above about 30%; inconclusive = no clear call, values can overlap the other calls; note: plate controls were buffer without enzyme for full effect and enzyme alone for no effect
# FadD28 binding: inhibitors of Mycobacterium tuberculosis FadD28 bisubstrate binding. FadD28 bisubstrate probe binding, fluorescence polarization. inhibition, % at 12.5 µM. 360,000 compounds, 0.22% hits. AID 588549; in the data active = inhibition above about 8.5%, passing the limit was not always enough; inconclusive = no clear call, values can overlap the other calls
# CCHFV vOTU inh: blocks the CCHF virus ovarian tumor domain protease | CCHFV vOTU protease, Pep-AMC fluorescence | inhibition, % at 11.5 µM | 370,000 compounds, 0.55% hits; note: 0% = vehicle wells with enzyme and 100% = no enzyme wells
# FBA Mtb inh: inhibitors of M. tuberculosis fructose-bisphosphate aldolase; purified M. tuberculosis FBA, fluorescence read-out; 360,000 compounds, 2.3% hits; inhibition, % at 1 µM; AID 588726; P9WQA3; in the data active = inhibition above about 27%;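 note: 0% = vehicle and 100% = reference inhibitor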
# Target sequence (P9WQA3 whole entry, looked up): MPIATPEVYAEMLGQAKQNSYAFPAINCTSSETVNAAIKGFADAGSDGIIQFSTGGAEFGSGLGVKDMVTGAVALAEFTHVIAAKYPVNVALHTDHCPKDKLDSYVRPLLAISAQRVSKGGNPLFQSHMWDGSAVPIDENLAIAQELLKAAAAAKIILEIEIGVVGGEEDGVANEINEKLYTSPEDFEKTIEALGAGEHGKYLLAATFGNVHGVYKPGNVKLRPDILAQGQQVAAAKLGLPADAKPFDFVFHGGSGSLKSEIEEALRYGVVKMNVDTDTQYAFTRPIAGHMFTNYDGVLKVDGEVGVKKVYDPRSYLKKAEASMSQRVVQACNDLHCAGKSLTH
# PrPC surface inh: reduces human prion protein on the cell surface | cell surface PrPC, TR-FRET read-out | inhibition, % at 13.8 µM | 370,000 compounds, 0.43% hits; in the data active = inhibition above about 24%; note: 0% = median of the test wells and 100% = reference compound wells
# Numbers without * were called inactive; u = inconclusive; x = no result given; & = joins results of further samples. Cut-off read from the data, not from the text of the source, unless noted: active = inhibition above about 30%; inactive = the rest.
# Sample of the layout, 3 compounds:
# Every second line gives: Mtb UGM inh	GDH-TPI counter	BoNT F protease	Mtb BioA inh	BoNT-A LC inh2	FadD28 binding	CCHFV vOTU inh	FBA Mtb inh	PrPC surface inh
> C[C@@H]1CN([C@H](C)CO)C(=O)c2cc(Br)cnc2O[C@@H]1CN(C)C(=O)CC1CC1
 : x	10	1	-3.0&1.1	0.6	-1.5	5	2	2
> COCCn1cc(-c2csc(N)n2)c2ccccc21
 : 1.3	11	-10	-3.8	12	-0.5	4	3	5
> CCn1c(NC(=O)c2ccccc2)c(-c2cccs2)c(=O)c2ccccc21
 : -3.1	32*	-1	0.9	1.6	-1.4	-4	4	3

# All compounds of this part (from the top)
# Every second line gives: Mtb UGM inh	GDH-TPI counter	BoNT F protease	Mtb BioA inh	BoNT-A LC inh2	FadD28 binding	CCHFV vOTU inh	FBA Mtb inh	PrPC surface inh
> C[C@@H]1CN([C@H](C)CO)C(=O)c2cc(Br)cnc2O[C@@H]1CN(C)C(=O)CC1CC1
 : x	10	1	-3.0&1.1	0.6	-1.5	5	2	2
> COCCn1cc(-c2csc(N)n2)c2ccccc21
 : 1.3	11	-10	-3.8	12	-0.5	4	3	5
> CCn1c(NC(=O)c2ccccc2)c(-c2cccs2)c(=O)c2ccccc21
 : -3.1	32*	-1	0.9	1.6	-1.4	-4	4	3
> O=C(CSc1nc2ccc([N+](=O)[O-])cc2[nH]1)c1ccc2ccccc2c1
 : -3.7	26	-2	x	-0.1	0.4	3	2	0
> Cc1ncc(CN2CCN(C3CCCC3)C(CCO)C2)s1 (configuration not stated)
 : 0.6	0	-3	1.8	0.0	-3.8	9	-4	5
> Cc1cccc(-c2noc(-c3c(C)noc3C)n2)c1
 : 1.5	6	u	0.0	3.2	-3.9	-9	1	4
> O=C(NC1CCN(S(=O)(=O)c2ccccc2)CC1)c1ccccc1
 : 0.4	2	u	-0.6	1.8	0.9	-4	-1	5
> COc1ccc(C(=O)Nc2ccccc2)cc1NC(=O)c1ccc([N+](=O)[O-])cc1
 : -2.3	-10	22	1.3	0.4	1.4	5	3	-40
> COc1cc(OC)c(C(=O)NCCCn2ccnc2)cc1OC
 : 1.3	-5	2	-0.6	-0.6	-2.2	-5	1	-9
> Cc1ccccc1OCC(O)Cn1c(NCc2ccco2)nc2c1c(=O)n(C)c(=O)n2C (configuration not stated)
 : -0.9	2	-7	3.1	-0.3	0.6	-4	2	6
> CCOc1ccccc1-c1cc(C(=O)N/N=C/c2cccnc2)c2ccccc2n1
 : -3.2	6	-3	-0.4	0.3	-3.6	-3	0	2
> CC1CC(C)CN(C(=O)CSc2nc(Cc3cccs3)nc3ccccc23)C1 (configuration not stated)
 : 1.4	27	-4	-2.0	4.5	-2.0	24	2	-1
> Cc1ccc(C(=O)NC2CCCCC2)cc1S(=O)(=O)N1CCCC1
 : -1.0	-9	1	0.4	-3.3	0.8	8	1	5
> COc1ccc(-c2nc3c(c(SCC(=O)N4CCOCC4)n2)COC(C)(C)C3)cc1
 : 1.1	-3	-2	x	1.0	-0.9	0	-2	3
> CC(C)(C)C(C(=O)O)N1CCS(=O)(=O)CC1 (configuration not stated)
 : 1.6	2	-5	x	0.3	0.7	-1	0	7
> O=C(O)C1(Nc2ccccc2Cl)CCCC1
 : x	4	-4	-0.1	0.2	-3.1	-4	-2	5
> C#CCOCCOCCOCCNc1nc(N2CCN(C(=O)[C@H](CCCCN)n3cc(CN)nn3)CC2)nc(N2CCN(C(=O)[C@H](CCC(=O)O)n3cc([C@@H](N)[C@H](C)CC)nn3)CC2)n1
 : x	5	-11	1.3	-0.4	0.1	-7	-2	-2
> COc1cc(N2CCC(O)CC2)ccc1Nc1nnc(Cl)c(Nc2ccccc2S(C)(=O)=O)n1
 : x	8	0	0.3	0.1	0.1	x	0	x
> CC(=O)c1ccc(NC(=O)N[C@@H](CC(C)C)C(=O)O)cc1
 : -2.2	-1	-3	-2.1	0.2	1.0	27	-2	-5
> O=C(CSc1ccc(Cl)cc1)Nc1ccccc1N1CCN(C(=O)c2ccc(Cl)cc2)CC1
 : 1.0	5	-1	x	0.0	-0.5	-4	-2	-2
> N#CC1=C(O)C(c2ccccc2)n2c1nc(=O)c1ccccc12 (configuration not stated)
 : -1.2	14	-14	x	-0.5	-1.7	-35	85*	5
> CCCC(=O)N(c1ccc2oc(C)c(C(C)=O)c2c1)S(=O)(=O)c1ccc(C)c([N+](=O)[O-])c1
 : -2.4	-3	-1	x	0.4	-2.3	-1	-5	4
> COc1ccccc1CN=C1NC(=O)C(CC(=O)Nc2ccc(OC)c(OC)c2)S1 (configuration not stated)
 : 0.3	11	3	0.6	-1.3	1.4	8	2	5
> CC(=O)Oc1ccccc1/C=C1\CCOC1=O
 : 1.0	7	-4	1.7	-0.7	-2.5	0	-1	0
> O=C(COc1ccccc1)NCc1ccc2c(c1)OCO2
 : -2.0	6	3	x	1.8	-0.6	-13	1	9
> CCN(CC(=O)Nc1ccc(NC(C)=O)cc1)C(=O)c1ccc(N(C)S(=O)(=O)c2ccc(C)cc2)cc1
 : x	-4	4	1.0	-0.4	-3.9	2	-1	-3
> O=C(CCc1nc2ccccc2[nH]1)N1CCc2ccccc2C1
 : -1.4	-7	-6	2.4	-0.4	-3.4	-3	-1	-9
> CCN(CC)CCCC(C)NC1=NCCCCC1 (configuration not stated)
 : -0.7	7	2	-1.1	0.1	-0.8	8	-1	-4
> COc1ccc(CN2CCC(n3nccc3NC(=O)c3cccc(F)c3)CC2)cc1O
 : -0.2	6	0	-0.5	-4.6	-0.1	-4	7	-9
> COc1ccccc1C(=O)COC(=O)C(NC(=O)Cc1ccccc1)C(C)C (configuration not stated)
 : -1.4	7	4	-0.8	3.4	-1.5	15	5	6

# Seven entries picked at random from those above, as already listed:
# Every second line gives: Mtb UGM inh	GDH-TPI counter	BoNT F protease	Mtb BioA inh	BoNT-A LC inh2	FadD28 binding	CCHFV vOTU inh	FBA Mtb inh	PrPC surface inh
> CCN(CC(=O)Nc1ccc(NC(C)=O)cc1)C(=O)c1ccc(N(C)S(=O)(=O)c2ccc(C)cc2)cc1
 : x	-4	4	1.0	-0.4	-3.9	2	-1	-3
> N#CC1=C(O)C(c2ccccc2)n2c1nc(=O)c1ccccc12 (configuration not stated)
 : -1.2	14	-14	x	-0.5	-1.7	-35	85*	5
> CC(=O)Oc1ccccc1/C=C1\CCOC1=O
 : 1.0	7	-4	1.7	-0.7	-2.5	0	-1	0
> COc1ccccc1C(=O)COC(=O)C(NC(=O)Cc1ccccc1)C(C)C (configuration not stated)
 : -1.4	7	4	-0.8	3.4	-1.5	15	5	6
> COc1ccccc1CN=C1NC(=O)C(CC(=O)Nc2ccc(OC)c(OC)c2)S1 (configuration not stated)
 : 0.3	11	3	0.6	-1.3	1.4	8	2	5
> COc1ccc(CN2CCC(n3nccc3NC(=O)c3cccc(F)c3)CC2)cc1O
 : -0.2	6	0	-0.5	-4.6	-0.1	-4	7	-9
> CCN(CC)CCCC(C)NC1=NCCCCC1 (configuration not stated)
 : -0.7	7	2	-1.1	0.1	-0.8	8	-1	-4

# Next section.
# Every second line gives: Mtb UGM inh	GDH-TPI counter	BoNT F protease	Mtb BioA inh	BoNT-A LC inh2	FadD28 binding	CCHFV vOTU inh	FBA Mtb inh	PrPC surface inh
> O=C(CSc1nc2[nH]ncc2c(=O)n1-c1ccccc1Br)NCc1ccco1
 : -1.1	13	8	0.6	0.3	-2.2	-3	1	-1
> CCSc1nnc(NC(=O)[C@@H](NC(=O)c2cccc(C)c2)C(C)C)s1
 : x	11	-7	-0.6	0.1	-4.3	-1	4	-1
> O=c1c2ccccc2nnn1Cc1cccc2ccccc12
 : -1.9	2	3	3.1	0.0	-3.1	-5	-2	-3
> O=C(NC(=S)NNC(=O)c1ccccc1O)c1ccc([N+](=O)[O-])cc1
 : 1.0	5	4	-0.3	-2.1	-1.9	2	-1	-4
> Cc1ccc(O)c(/C=N/NC(=O)CN2CCCC2)c1
 : 1.3	16	-7	2.4	-1.2	-0.6	-2	6	10
> CN1CCN(C(=O)c2ccc3c(c2)S(=O)(=O)c2ccccc2C3=O)CC1
 : 0.9	-11	-1	-1.3	-0.3	-4.3	10	1	-62
> COC(=O)c1cccc(NC(=O)/C=C/c2ccc3c(c2)OCO3)c1
 : 1.6	24	-4	x	-0.9	-6.8	16	2	20
> COC(=O)c1sccc1NS(=O)(=O)c1ccc(OC)cc1
 : 1.2	6	-2	-1.2	0.6	1.5	-15	1	6
> O=C(CCCC(=O)N(c1ccc(F)cc1)C(C(=O)NC1CCCC1)c1ccc(O)cc1)Nc1ccccn1 (configuration not stated)
 : -1.5	5	-39	0.5	-5.1	-2.3	9	6	7
> Fc1ccccc1CNC(=S)NC1CCCCC1
 : 0.9	7	0	0.3	-1.3	-4.1	-15	-3	3
> COc1ccc(NC(=S)N2CCN(S(=O)(=O)c3ccc(F)cc3)CC2)cc1
 : -0.9	20	-5	1.8	-4.5	-0.7	5	2	3
> Cc1ccc(N(CC(=O)Nc2ccccc2-c2ccccc2)S(=O)(=O)c2ccccc2)cc1
 : -0.2	4	u	-6.9	0.1	-1.6	13	0	2
> COc1ccc(NC(=O)C2CC(=O)N(C)C(=Nc3ccc4c(c3)OCO4)S2)cc1 (configuration not stated)
 : 1.0	12	-11	x	-1.4	0.3	11	2	-1
> O=C(NC12CC3CC(CC(C3)C1)C2)c1ccco1
 : 0.8	-8	u	-1.3	1.4	-1.6	-11	0	-3
> COc1ccc(N2CC(C(=O)Nc3cc(C)ccn3)CC2=O)cc1 (configuration not stated)
 : 1.7	-1	-4	-2.2	-0.3	0.4	9	0	0
> O=C(Nc1cnn(Cc2ccc(F)cc2)c1)c1cc2nc(-c3ccco3)cc(C(F)(F)F)n2n1
 : 2.3	2	4	0.0	0.2	-0.7	10	4	-7
> CCN1CC(C)(C)N(C(=O)c2ccccc2)CC1(C)C
 : x	-2	-10	x	-1.1	-3.0	-3	-1	10
> COc1ccc(OC)c(C2CC(=O)N3CN(c4cccc(Cl)c4C)CSC3=C2C#N)c1 (configuration not stated)
 : 2.2	18	4	-1.4	2.8	-1.1	6	-1	-6
> CCOC(=O)[C@@H]1[C@H]2COc3cc(OC)ccc3[C@@H]2N2C(=O)N(c3ccccc3)C(=O)[C@@]12C
 : -0.2	2	-2	-1.3	0.5	-6.6	4	1	1
> O=C(/C=C/c1ccc(Cl)cc1)NCCSc1ccccc1
 : -2.8	-3	2	0.8	u	-2.4	-1	-1	-4
> O=C(c1ccccc1Cl)N(Cc1ccc(Br)cc1)N1C(=O)CCCC1=O
 : -1.5	-3	-7	-0.6	-1.0	-0.9	9	-3	0
> Cc1ccc2nc(C3CCN(C(=O)c4ccco4)CC3)[nH]c2c1
 : 0.9	-5	-1	5.5	0.1	-0.5	4	-2	-2
> Cc1nc(-c2cn[nH]c2)c2cc(C)oc2n1
 : -0.2	-5	11	0.3	0.2	-3.4	2	27*	0
> C=CCOc1ccc(C2OC34CCCCC3C(C#N)(C#N)C2(C#N)C(=N)O4)cc1 (configuration not stated)
 : 4.6	4	9	-8.3	1.2	u	x	58*	x
> CCN1CCN(Cc2cc(Br)cc(OC)c2O)CC1
 : -1.7	2	0	x	0.1	2.8	-13	4	-5
> CSc1nnc(NC(=O)c2nc(S(=O)(=O)Cc3ccccc3)ncc2Cl)s1
 : -0.2	13	1	-0.6	0.3	-0.4	7	-1	-6
> CCN(CC)c1ccc2c(c1)oc(=O)c1c(Cl)cc(=O)oc12
 : 1.3	35*	20	-53	12	-0.3	x	4	x
> O=C(Nc1cc([N+](=O)[O-])ccc1N1CCCC1)c1ccccc1
 : -3.1	9	-1	-0.9	0.0	-1.3	-5	17	-26

# Screening data: PubChem, several laboratories
